# Lipid droplet = hepatic lipid droplet formation modulation | hit rate 0.4% among 240,000 | AID 1656 | inhibition, % at 6.5 µM | AML12 mouse hepatocytes, oleate lipid droplets, BODIPY imaging;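 active = lipid droplet intensity inhibited by at least 50%, with more than 500 cells counted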
#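 Assay system: AML12 hepatocytes (mouse); Probe or stimulus: oleic acid at 100 µM to induce lipid droplet formation; Dosing: compound at 6.5 µM only; Schedule: compound with oleate, overnight; Detection: fluorescence imaging, 20x objective, two fields per well; Measure: % inhibition of lipid droplet signal.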
# HEK293 NOD2/NF-kB = NOD2 signaling inhibitors, cell-based, luminescence, uHTS, HEK293 (AID 1566); HEK293 NOD2/NF-kB luciferase reporter, luminescence; higher % means a stronger effect; inhibition, % at 4 µM; hits with a dose series show EC50 in µM; hit rate 0.63% among 290,000; in the data active = inhibition above about 50%; also: many of its hits are not listed in these tables
# Lipid droplet cells 6.5 µM = also measured in Lipid droplet; calls as there; cell count; measured here: cell count, cytotoxicity flag;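 cells counted across two imaged fields per well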
# Active calls of the source: *. Not all compounds are listed; rates above refer to the full screens.
1: COc1ccc(OC)c(S(=O)(=O)N2CCCC(C(=O)NCc3ccncc3)C2)c1 (configuration not stated)
2: CCc1nc(SCC(=O)Nc2ccc(F)cc2F)c2c(=O)n(C)c(=O)n(C)c2n1
3: Cc1cc(C)cc(NC(=O)c2cccnc2)c1
4: Cc1cc(C)c(N2C(=O)CCCC2=O)c(Cl)c1
5: CCOc1ccc2nc(NC(=O)c3ccco3)sc2c1
6: C=CCOC(=O)C1=C(C)NC(=O)NC1c1ccc(N(C)C)cc1 (configuration not stated)

compound no.,1,2,3,4,5,6
Lipid droplet,-1,-8,2,2,-2,-2
Lipid droplet cells 6.5 µM,758,815,893,835,829,832
HEK293 NOD2/NF-kB,11%,6%,5%,0%,-136%,11%

7: CCCC(C(=O)NC1CCCC1)N(C(=O)c1snc(C(N)=O)c1N)c1ccc(F)cc1 (configuration not stated)
8: Cc1c(Cl)cccc1NC(=O)NCc1cccnc1
9: CCCCc1cc(=O)oc2cc(C)cc(OC(C)C(=O)NCc3ccncc3)c12 (configuration not stated)
10: COc1ccccc1CNC(=O)N1CCN(c2ccccc2Cl)CC1
11: COc1ccc(C)cc1NC(=O)c1ccc(S(=O)(=O)N2CCCCC2)cc1
12: COc1ccc(C(=O)NC(=S)Nc2ccc3[nH]c(=O)[nH]c3c2)c(OC)c1

compound no.,7,8,9,10,11,12
Lipid droplet,16,0,-19,-2,5,-16
Lipid droplet cells 6.5 µM,710,816,629,819,882,691
HEK293 NOD2/NF-kB,2%,-8%,12%,4%,-5%,15%

13: Cc1ccc(-n2ncc3c2CCCC3NC(=O)c2ccccc2N2CCOCC2)cc1C (configuration not stated)
14: O=S(=O)(c1ccc(Br)cc1)N1CCC(c2nc3ccccc3[nH]2)CC1
15: COC(=O)c1ccccc1-n1c(CCC(=O)O)ccc1-c1ccccc1
16: O=C(N/C(=C\c1ccccc1)C(=O)N1CCOCC1)c1cccc(Br)c1
17: O=C(NCc1ccccc1)C(c1ccccc1F)N(CC1CCCO1)C(=O)c1ccccn1 (configuration not stated)
18: COc1ccc(NC(=O)CN(C)S(=O)(=O)c2cnc[nH]2)cc1Cl

compound no.,13,14,15,16,17,18
Lipid droplet,-6,-8,-27,-4,-35,2
Lipid droplet cells 6.5 µM,681,788,831,835,802,736
HEK293 NOD2/NF-kB,10%,-5%,14%,12%,1%,0%

19: COc1ccc(S(=O)(=O)N2CCC(C(=O)N[C@@H](C)C(=O)NCc3ccc(F)cc3)CC2)cc1
20: Cc1c2cnn(CC(=O)NCCCN3CC(C)CC(C)C3)c(=O)c2c(C)n1Cc1ccccc1Cl (configuration not stated)
21: CCS(=O)(=O)c1nc(S(=O)(=O)c2ccc(Cl)cc2)c(NCCCN2CCOCC2)s1
22: COc1ccc(CN2CCC(C(N)=O)CC2)cc1OCc1ccccc1
23: CC(C)c1ccc(NC(=O)CN2CCN(C(=O)C3CCCO3)CC2)cc1 (configuration not stated)
24: Fc1cccc(Nc2c3c(nc4ccccc24)CCC3)c1

compound no.,19,20,21,22,23,24
Lipid droplet,-3,-25,-16,-16,5,-19
Lipid droplet cells 6.5 µM,716,618,686,791,630,834
HEK293 NOD2/NF-kB,8%,18%,5%,-5%,0%,26%

25: CCc1cc(C(=O)NNC(=O)CCN2CCN(c3ccccc3)CC2)sc1C
26: O=C(c1ccsc1)N1CCCC(Nc2ccc(F)c(F)c2)C1 (configuration not stated)
27: COc1ccccc1C(=O)Nc1cccc(C(=O)c2ccccc2)c1
28: COc1ccc(-c2cc(=O)oc3c(C)c(OCC(=O)N[C@@H](Cc4ccc(O)cc4)C(=O)O)ccc23)cc1
29: CC(C)(CNc1ccc(S(=O)(=O)C(F)(F)F)cc1[N+](=O)[O-])N1CCOCC1
30: CN(C)CCCN(C(=O)c1ccc([N+](=O)[O-])o1)c1nc2cc3c(cc2s1)OCO3

compound no.,25,26,27,28,29,30
Lipid droplet,-6,-3,2,-11,-12,-1
Lipid droplet cells 6.5 µM,693,739,783,762,677,832
HEK293 NOD2/NF-kB,5%,-6%,5%,8%,3%,5%

31: COc1ccc(CCNC(=O)C2CCCN2S(=O)(=O)c2cccc3nsnc23)cc1OC (configuration not stated)
32: CC1CC(C)(C)CC2(C1)NC(=O)N(CC(=O)Nc1ccc(N3CCCCC3)cc1)C2=O (configuration not stated)
33: CCCc1cc(=O)oc2cc(OCC(=O)N3CCC(C(N)=O)CC3)ccc12
34: O=C(OCc1cccc([N+](=O)[O-])c1)c1cc2ccccc2oc1=O
35: O=C(c1ccncc1)N1CCN(S(=O)(=O)c2ccc3ccccc3c2)CC1
36: Cn1nc(C(=O)Nc2cccc(Cl)c2)cc1C(=O)Nc1cccc(Cl)c1

compound no.,31,32,33,34,35,36
Lipid droplet,-32,-6,-3,-4,14,8
Lipid droplet cells 6.5 µM,725,663,785,800,812,823
HEK293 NOD2/NF-kB,12%,13%,6%,10%,10%,-25%

37: O=S(=O)(NCCc1cn2ccccc2n1)c1ccc(-c2ccccc2)cc1
38: Cc1ncc(CN2CCC(C(=O)Nc3ccc(Oc4cccnc4)cc3)CC2)cn1
39: CCOC(=O)C1CCN(C(=O)c2cc3cc(C)ccc3[nH]2)CC1
40: Cc1cc(C)nc(SCC(=O)c2ccc(F)cc2)n1
41: Cc1cc(=O)n(CC(=O)NCCN2CCOCC2)c2c1c(C)nn2-c1ccccc1
42: C=CCn1c(=N)n(CC(=O)c2ccccc2)c2ccccc21

compound no.,37,38,39,40,41,42
Lipid droplet,13,9,16,4,-6,-2
Lipid droplet cells 6.5 µM,868,842,865,829,717,413
HEK293 NOD2/NF-kB,12%,14%,-4%,1%,19%,3%

43: CCCn1c(=O)n(C)c(=O)c2c(SCC(=O)NCC(c3ccccc3)N(C)C)nc(CC(C)C)nc21 (configuration not stated)
44: O=C1/C(=C\c2ccc(Br)cc2)SC(=S)N1NS(=O)(=O)c1ccccc1
45: Cc1cc(=O)c(C(=O)O)nn1-c1ccccc1C(F)(F)F
46: O=[N+]([O-])c1ccc(S(=O)(=O)N2CCN(c3ccnc4cc(Cl)ccc34)CC2)cc1
47: CCOc1ccccc1NC(=O)COC(=O)Cc1cccs1
48: Cc1cccc(N(C(=O)CCC(=O)Nc2ccccn2)C(C(=O)NC(C)C)c2ccc(F)cc2)c1 (configuration not stated)

compound no.,43,44,45,46,47,48
Lipid droplet,-8,-12,-11,0,2,-36
Lipid droplet cells 6.5 µM,571,823,728,838,835,861
HEK293 NOD2/NF-kB,15%,-18%,11%,-67%,9%,-9%

49: Cc1cc(C)cc(CC2CC(=O)N(c3cc(C)ccc3C)C2=O)c1 (configuration not stated)
50: Cc1cccc(CC(=O)NC2CCN(C)CC2)c1
51: CC1CN(C(=O)CCC(=O)N2CCOCC2)c2ccccc2O1 (configuration not stated)
52: CCOc1cccc(/C=N/N=C/c2cccc(OCC)c2O)c1O
53: COc1ccc(NC(=O)COc2ccccc2C(=O)NCC(c2ccccc2)N(C)C)cc1Cl (configuration not stated)
54: C#CCN(CC=C)C(=O)C1CCC(=O)N(CCCc2ccccc2)C1 (configuration not stated)

compound no.,49,50,51,52,53,54
Lipid droplet,-16,0,5,0,-22,13
Lipid droplet cells 6.5 µM,797,828,828,793,674,831
HEK293 NOD2/NF-kB,-1%,-5%,-2%,-13%,-6%,7%

55: O=C(Cn1cnnn1)NC1CCCN(Cc2ccccc2F)C1 (configuration not stated)
56: COc1ccc(C2Nc3ccccc3NC3=C2C(=O)CC(C)(C)C3)cc1 (configuration not stated)
57: O=C(CNC(=O)c1ccco1)NCC(=O)OCc1c(F)cccc1Cl
58: COc1cccc(CN2CCNC(=O)C2CC(=O)NC2CCCC2)c1OC (configuration not stated)
59: O=C(CNC(=O)c1nc[nH]c1C(=O)NCC(=O)OCc1ccccc1)OCc1ccccc1
60: CCOc1ccc(N2C(=O)C(Cl)=C(N3CCOCC3)C2=O)cc1

compound no.,55,56,57,58,59,60
Lipid droplet,-17,-2,4,-3,2,-3
Lipid droplet cells 6.5 µM,746,813,827,800,809,750
HEK293 NOD2/NF-kB,8%,7%,9%,9%,7%,-5%

61: COc1cc(OC)cc(C(=O)Nc2cccc3nc(C)ccc23)c1
62: C=CCn1c(SCC(=O)Nc2nncs2)nnc1-c1ccco1
63: Oc1ccc(Br)cc1CNc1cnc2ccccc2c1
64: COc1ccc(NC(=O)CSc2n[nH]c(CNc3cccc(C)c3)n2)cc1
65: O=[N+]([O-])c1cc([N+](=O)[O-])c(Oc2c(Cl)cccc2Cl)cc1NN1CCCCC1
66: COc1ccc(-c2oc3ncnc(NCCCN(C)C)c3c2-c2ccc(OC)cc2)cc1

compound no.,61,62,63,64,65,66
Lipid droplet,-6,-23,-1,-3,13,1
Lipid droplet cells 6.5 µM,804,773,860,811,825,818
HEK293 NOD2/NF-kB,14%,-3%,4%,5%,16%,6%

67: CCCn1c(NC(=O)C2CCN(C(=O)c3ccc(F)cc3)CC2)nc2ccccc21
68: Cc1ccsc1/C=C(\CC(=O)O)c1nc2ccccc2o1
69: Cc1oc2c(CN3CCCCC3)c(O)ccc2c(=O)c1-c1ccc(Cl)cc1
70: COc1cccc(NC(=O)CCNS(=O)(=O)c2ccc3c(c2)CC(C)N3C(=O)C2CC2)c1 (configuration not stated)
71: COc1ccc(S(=O)(=O)NCCC(=O)Nc2ccc(C)cc2)cc1
72: CC(=O)c1cccc(OCC(O)CN2CCN(C(=O)c3ccco3)CC2)c1 (configuration not stated)

compound no.,67,68,69,70,71,72
Lipid droplet,-20,0,4,5,2,-5
Lipid droplet cells 6.5 µM,687,821,841,716,834,762
HEK293 NOD2/NF-kB,18%,3%,5%,6%,8%,4%

73: COc1ccc(NC(=O)CCNS(=O)(=O)c2cccc3nonc23)c(OC)c1
74: CN(Cc1ccccn1)C(=O)CC1C(=O)NCCN1Cc1ccc(F)cc1Cl (configuration not stated)
75: CCOC(=O)N1CCN(CC(=O)Nc2nc3ccccc3s2)CC1
76: O=C(COC(=O)c1cc(S(=O)(=O)N2CCOCC2)ccc1F)NCc1ccco1
77: CCC1(CC)NC(=O)N(CC(=O)NC(=O)NCc2ccccc2)C1=O
78: CN(C)CCCNc1c2c(nc3ccccc13)CCC2

compound no.,73,74,75,76,77,78
Lipid droplet,32,-22,4,-16,-18,-1
Lipid droplet cells 6.5 µM,771,750,820,815,769,828
HEK293 NOD2/NF-kB,-8%,-13%,12%,3%,-1%,-23%

79: CC(=O)N1CCOc2ccc(S(=O)(=O)N3CCC(C(=O)NCc4ccccc4)CC3)cc21
80: Cc1ccc(-c2cc(C(=O)N/N=C/c3ccccc3)n[nH]2)o1
81: O=c1[nH]cccc1-c1nc2ccccc2n1Cc1cccc(Cl)c1
82: COc1cc(NC(=O)c2sc3nc(C)nc(N4CCOCC4)c3c2C)cc(OC)c1OC
83: O=C(COc1ccc(S(=O)(=O)N2CCCC2)cc1Cl)NCc1ccccn1
84: COc1ccc(NC(=O)CN(CC(=O)Nc2ccc(OC)cc2)C(C)(C)CO)cc1

compound no.,79,80,81,82,83,84
Lipid droplet,-2,7,9,-10,10,3
Lipid droplet cells 6.5 µM,736,788,786,765,833,802
HEK293 NOD2/NF-kB,5%,8%,12%,17%,-1%,11%

# Quoted from above: nos. 77–81
77: CCC1(CC)NC(=O)N(CC(=O)NC(=O)NCc2ccccc2)C1=O
78: CN(C)CCCNc1c2c(nc3ccccc13)CCC2
79: CC(=O)N1CCOc2ccc(S(=O)(=O)N3CCC(C(=O)NCc4ccccc4)CC3)cc21
80: Cc1ccc(-c2cc(C(=O)N/N=C/c3ccccc3)n[nH]2)o1
81: O=c1[nH]cccc1-c1nc2ccccc2n1Cc1cccc(Cl)c1

compound no.,77,78,79,80,81
Lipid droplet,-18,-1,-2,7,9
Lipid droplet cells 6.5 µM,769,828,736,788,786
HEK293 NOD2/NF-kB,-1%,-23%,5%,8%,12%

# (more compounds)
85: O=C(NCc1ccccc1)c1ccc(CN2CCC(Cc3ccccc3)CC2)cc1
86: N#Cc1ccc(C(=O)OCC(=O)N2CCOCC2)cc1
87: CC(C)(C)OC(=O)N[C@H](Cc1ccccc1)C(=O)N1CCC[C@@H]1C(=O)O
88: CCC(C)(C)NC(=O)C(OC(=O)c1ccco1)c1ccc(OC)cc1 (configuration not stated)
89: COc1ccc(C(=O)Nc2ccccc2C(=O)NCc2cccnc2)cc1
90: CCOC(=O)N/N=C\c1cccc(OC)c1OC/C=C/c1ccccc1

compound no.,85,86,87,88,89,90
Lipid droplet,-17,-25,-31,-8,14,-11
Lipid droplet cells 6.5 µM,837,694,721,771,838,803
HEK293 NOD2/NF-kB,-21%,3%,8%,8%,1%,-9%

91: Cc1cc(Cl)ccc1OCCCC(=O)Nc1ccc(S(=O)(=O)Nc2ncccn2)cc1
92: COc1ccc(S(=O)(=O)N2CCC(C(=O)NCCc3ccccc3)CC2)cc1
93: CCc1nnc(NC(=O)CSCc2cc(=O)n3nc(C(C)C)sc3n2)s1
94: O=C(CN1C(=O)C2CCCCC2C1=O)Nc1ccccc1C(=O)O (configuration not stated)
95: Cc1onc(-c2c(Cl)cccc2Cl)c1C(=O)NC1CCCCC1
96: CC(C)C(NS(=O)(=O)c1cccs1)C(=O)NCCCN1CCCCCC1 (configuration not stated)
97: N#CCNC1CC(=O)N(c2ccc(F)cc2)C1=O (configuration not stated)
98: CC(=O)NC(CC(=O)NC1CCCc2ccccc21)c1ccccc1 (configuration not stated)
99: CC(C)(C)c1ccc(C(CC(=O)O)NC(=O)C23CC4CC(CC(C4)C2)C3)cc1 (configuration not stated)

compound no.,91,92,93,94,95,96,97,98,99
Lipid droplet,6,-2,-3,7,-6,-1,-12,5,-1
Lipid droplet cells 6.5 µM,789,835,671,763,779,723,748,768,821
HEK293 NOD2/NF-kB,-16%,5%,-4%,0%,20%,4%,11%,11%,20%
